Menin MLL FP TR: displaces Texas Red mutant MLL peptide from human menin; 0.23% of 270,000 active; Potency, µM (titrated, usually from 61.6 µM), for inactives: top-dose FP activity change, negative = inhibition, usual class: inhibitors; Menin + Texas Red MLL mutant peptide, fluorescence polarization; active = well fitted inhibition curve with a large enough effect in the polarisation, with a control signal flat, not every such curve was filed as active; inconclusive = small, poorly fitted or top-dose-only effect, or effect the other way, or a change in a side signal; inactive = no such curve, though single readings can be large or run the other way; the % refers to the polarisation; also: potency is read from the fitted curve at half-maximal effect; % of control where 0% means no effect; many of its hits are not listed in these tables
Giardia kill: kills Giardia lamblia. AID 540267. activity change, % at 7.66 µM, hits read low. 0.15% of 340,000 active. Giardia lamblia trophozoite viability; in the data active = activity change below about -80%; inconclusive = between about -30% and that limit;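 also: parasites exposed to compound for two days anaerobically before the ATP read; % is scaled to controls: 0 for no effect and ±100 for the full control effect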
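Compounds were tested on trophozoites seeded at 100 cells/well and held 48 hrs at 37 deg C anaerobically. An ATP-based luminescent kit measured the remaining live cells.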
B2AR arrestin: recruits beta-arrestin to the human beta2-adrenergic receptor | Potency, µM (top dose mostly 46.1 µM), inactives show at the top dose activation, hits mostly activators | beta-arrestin recruitment to beta2AR, cell-based reporter | AID 492947 | 0.02% of 330,000 active;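 also: potency is read from the fitted curve at half-maximal effect; 0% = DMSO controls and full agonism = EC100 isoproterenol or metaproterenol; nearly all actives have a fitted effect of over 65% in size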
PKM2 act: PKM2 (human) enzyme activation. P14618. purified PKM2, Kinase-Glo ATP luminescence, activation; response scale: 0% is enzyme alone, no compound. Potency, µM (titrated, usually from 57.5 µM), for the others: at the top dose activation, hits mostly activators. 0.34% of 260,000 active; also: potency is read from the fitted curve at half-maximal effect; % is scaled to controls: 0 for no effect and ±100 for the full control effect; nearly all actives have a fitted effect of over 55% in size
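Purified hPK-M2 (>95% pure) converted ADP (0.1 mM final) to ATP with 0.5 mM PEP in 50 mM imidazole pH7.2, KCl, MgCl2, Tween 20, BSA; 1 h at room temperature. ATP detected by Kinase-Glo luminescence.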
Coupling enz: coupling enzyme interference in Giardia aldolase counter-screen | coupling enzyme system counterscreen, AmpLite Red fluorescence | 0.67% of 290,000 active | activity change, negative = inhibition, % at 58.2 µM, hits read low; in the data active = activity change below about -30%; also: % is scaled to controls: 0 for no effect and ±100 for the full control effect
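Counterscreen lacking aldolase: glyceraldehyde-3-phosphate coupling-enzyme reagent preincubated 10 min at RT with compound (at 57.5 uM final), then substrate/coupling system with AmpLite Red added; fluorescence read at 525/598 nm after 20 min RT.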
USP2a block: inhibitors of human ubiquitin-specific protease USP2a; O75604; USP2 core, Ub-CHOP2 coupled fluorogenic reporter, 485/531; Potency, µM (titrated, usually from 38.3 µM), for the others: top-dose activity change, negative = inhibition, usual class: inhibitors; 0.01% of 330,000 active;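 also: potency is read from the fitted curve at half-maximal effect; plate controls were DMSO wells for no effect and full inhibition by NEM control for full effect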
Target sequence (O75604 whole entry, looked up): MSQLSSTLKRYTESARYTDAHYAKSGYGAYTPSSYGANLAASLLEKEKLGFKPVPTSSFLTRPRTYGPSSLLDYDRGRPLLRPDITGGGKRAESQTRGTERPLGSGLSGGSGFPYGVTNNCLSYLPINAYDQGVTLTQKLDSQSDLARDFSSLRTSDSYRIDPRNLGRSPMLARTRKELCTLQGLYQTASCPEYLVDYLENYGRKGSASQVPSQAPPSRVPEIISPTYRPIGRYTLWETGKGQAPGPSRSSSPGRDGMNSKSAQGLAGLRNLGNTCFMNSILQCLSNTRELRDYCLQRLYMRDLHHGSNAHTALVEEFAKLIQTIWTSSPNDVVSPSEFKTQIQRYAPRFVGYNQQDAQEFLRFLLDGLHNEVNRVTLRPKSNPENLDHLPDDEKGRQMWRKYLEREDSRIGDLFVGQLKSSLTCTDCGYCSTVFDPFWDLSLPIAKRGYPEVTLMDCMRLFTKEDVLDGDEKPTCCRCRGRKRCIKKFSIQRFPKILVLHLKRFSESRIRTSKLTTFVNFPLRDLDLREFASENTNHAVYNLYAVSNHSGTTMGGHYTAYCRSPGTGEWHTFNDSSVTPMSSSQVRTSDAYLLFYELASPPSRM
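Deubiquitinase activity read as fluorescence (485/531 nm) after Ub-CHOP2 cleavage activates the enterokinase reporter on its substrate; USP2 core 10nM, Ub-CHOP2 and substrate 25nM each, 30min compound preincubation then 60min RT; data normalized to NEM, curves fitted.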
TRPV1 agonist: agonists of human vanilloid receptor 1 (TRPV1); AID 540275; TRPV1-expressing cells, Fluo-8 calcium influx, agonist mode; 0.19% of 320,000 active; activation, % at 8.33 µM; in the data active = activation above about 80%; inconclusive = between about 30% and that limit; also: 0% is about no effect
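Cells expressing TRPV1 were dye-loaded with Fluo-8 and read kinetically: 10 s baseline, 3 min after compound (agonist portion), then 2 min after EC20 capsaicin (allosteric enhancer portion). Calcium-bound dye fluorescence at 480/520 nm.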
GALK inh: inhibitors of human galactokinase. Potency, µM (titrated, usually from 57.5 µM), for the others: at the top dose activity change, negative = inhibition, most hits filed as inhibitors. P51570. Purified GALK, Kinase-Glo residual ATP luminescence. 0.007% of 270,000 active. AID 1868; also: potency is read from the fitted curve at half-maximal effect; % is scaled to controls: 0 for no effect and ±100 for the full control effect
Target sequence (P51570 whole entry, looked up): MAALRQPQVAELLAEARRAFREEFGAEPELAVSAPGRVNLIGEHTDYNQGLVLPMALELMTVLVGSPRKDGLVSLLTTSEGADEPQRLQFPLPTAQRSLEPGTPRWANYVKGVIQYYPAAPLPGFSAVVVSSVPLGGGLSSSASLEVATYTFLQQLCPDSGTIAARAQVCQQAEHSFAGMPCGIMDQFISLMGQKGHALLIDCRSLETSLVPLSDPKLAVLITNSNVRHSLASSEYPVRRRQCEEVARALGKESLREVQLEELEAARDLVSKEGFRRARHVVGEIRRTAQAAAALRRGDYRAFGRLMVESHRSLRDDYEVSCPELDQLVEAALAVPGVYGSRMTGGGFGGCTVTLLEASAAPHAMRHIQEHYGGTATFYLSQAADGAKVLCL
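The enzyme phosphorylates galactose (100 uM) using ATP (35 uM); inhibition is detected as higher residual ATP, quantified by bioluminescence after 1 h reaction at room temperature, pH 8.0.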
KCNH2 3.1 inh: KCNH2 3.1 (human) potassium channel inhibition; activity change, % (tested at about 1.8 µM); 0.95% of 340,000 active; U2OS KCNH2 3.1, thallium flux FluxOr; active compounds read low;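 active = maximum activity change below -70%; inconclusive = maximum activity change from -70% to -50%; inactive = maximum activity change above -50%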;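 also: thallium influx rate constant from kinetic fluorescence after stimulation buffer; % is scaled to controls: 0 for no effect and ±100 for the full control effect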
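Thallium flux via FluxOr fluorescence (Red40 quencher, 45 min loading) in U2OS cells virally expressing the KCNH2 3.1 isoform (1.77 x 10^8 /mL virus, overnight at 37 C). Rate constants from 2-min kinetic reads post-stimulation, normalised to positive and negative controls.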
CXXC DNA block: inhibitors of human MLL CXXC domain-DNA interaction | Q03164 | 0.037% of 290,000 active | MLL-CXXC / FITC-HOXA9 DNA fluorescence polarization | Potency, µM (doses to about 115 µM), for the others: at the highest dose activity change, negative = inhibition, actives largely listed as inhibitors | AID 2662; active = well fitted inhibition curve with a large enough effect in the polarisation, with a control signal flat, not every such curve was filed as active; inconclusive = small, poorly fitted or top-dose-only effect, or effect the other way, or a change in a side signal; inactive = no such curve, though single readings can be large or run the other way; the % refers to the polarisation; also: potency is read from the fitted curve at half-maximal effect
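Steps: dispense CXXC domain solution (7 uM) → pin compounds or unlabeled HOX-A9 DNA control → 5 min ambient → add FLSN-HOX-A9 solution (50 nM) → spin → 30 min ambient → fluorescence polarization. Tris pH 7.5/NaCl/DTT/BSA buffer.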
hERG WT inh: inhibitors of human wildtype KCNH2 potassium channel | U2OS, BacMam KCNH2, thallium flux FluxOr; active compounds read low | activity change, % at 1.84 µM | 0.37% of 340,000 active | AID 720551;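 active = maximum activity change below -70%; inconclusive = maximum activity change between -70% and -50%; inactive = maximum activity change above -50%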; also: % is scaled to controls: 0 for no effect and ±100 for the full control effect
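U2OS cells were transduced with wild-type KCNH2 virus (2.03 x 10^8 / mL) for 4 h at room temperature, then cultured overnight at 37 C. Thallium flux was read with FluxOr dye. Rate constants were normalized to DMSO controls.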
Starred values were filed as active, the others as inactive; u = inconclusive; x = no result given; [ ] = another dose, or the depositor's remark. Unless noted, calls follow the shape of the dose curve; as a rule, active = well fitted curve in the direction sought with a large enough effect; inconclusive = small, poorly fitted or top-dose-only effect, or another doubt; inactive = no such curve, though single readings can be large; an effect the other way counts as inactive or inconclusive. An excerpt, so the mix of outcomes need not match the whole.

Values run as follows: Menin MLL FP TR	Giardia kill	B2AR arrestin	PKM2 act	Coupling enz	USP2a block	TRPV1 agonist	GALK inh	KCNH2 3.1 inh	CXXC DNA block	hERG WT inh
- O=C(CCN1CCC(c2ccccc2)C1)c1cccs1 (stereo not given)
 : -1%	-10	0.3%	15%	1	0%	0	1%	8	179%[activator]	-12
- Cc1cc(C(=O)N/N=C2\CC(=O)CC(C)(C)C2)n[nH]1
 : x	-2	-0.4%	-5%	-5	3%	x	-2%	-11	1%	5
- CCN(CC)C(c1ccc(C)cc1)c1nnnn1C1CCCCC1 (stereo not given)
 : -16%	7	-0.1%	2%	-2	0%	27	0%	-7	17%	53
- CN(C)S(=O)(=O)c1cccc(NC(=O)c2ccc(COc3ccccc3)cc2)c1
 : u	8	-0.4%	x	-2	1%	21	0%	-3	10%	-3
- Cc1ccc(Cl)cc1N(C)C(=O)Cn1ncc2c([nH]c3ccccc32)c1=O
 : x	4	0.5%	x	x	1%	-1	7%	1	-2%	-16
- CCOc1cc(C(=O)Nc2ccc(S(=O)(=O)N3CCOCC3)cc2)cc(OCC)c1OCC
 : 15%	6	-0.1%	-5%	6	0%	16	2%	5	5%	8
- CCC(CC)NC(=O)c1oc2ccccc2c1COc1ccccc1
 : 7%	-7	-0.5%	-6%	-9	3%	u	-5%	-12	6%	3
- C[C@H](NC(=O)c1ccccc1)C(=O)N1CCC2(CC1)NCCc1[nH]cnc12
 : x	7	0.5%	x	x	-4%	-1	7%	5	-1%	8
- CCOC(=O)CNc1nc(Oc2ccc(=O)n(C)n2)nc(N(CC)CC)n1
 : -1%	-10	0.0%	0%	1	1%	0	0%	11	3%	2
- COc1ccc(NC(=S)NC(=O)c2csnn2)cc1
 : u	1	-0.8%	0%	3	3%	3	3%	-2	-4%	-1
- CCCc1cc(Nc2c(C)n(C)n(-c3ccccc3)c2=O)n2c(nc3ccccc32)c1C#N
 : -1%	6	0.2%	-17%	-3	2%	-10	3%	1	7%	-7
- COc1ccc(NC(=O)N(Cc2ccc(C)cc2)Cc2cccnc2)c(OC)c1
 : -4%	2	-0.9%	4%	0	2%	8	1%	-4	7%	2
- O=C(COC(=O)c1cccc(S(=O)(=O)N2CCOCC2)c1)NCc1ccc2c(c1)OCO2
 : x	-4	-0.6%	x	x	6%	x	x	-2	x	-4
- O=c1[nH]c(/C=C/c2ccc(Br)cc2)nc2c1cnn2-c1ccccc1
 : -3%	x	-0.3%	2%	1	1%	-1	-1%	x	-15%	x
- c1ccc([C@H]2CN3C(=N2)Sc2ccccc23)cc1
 : x	-11	-0.2%	x	x	0%	19	x	0	x	1
- Cc1sc2nc(CC(N)=O)[nH]c(=O)c2c1-c1ccccc1
 : -2%	-15	-0.4%	8%	1	1%	8	1%	4	2%	2
- Nc1nc(OCC(F)(F)F)cc(Oc2ccccc2F)n1
 : -2%	1	-0.6%	0%	-3	-2%	7	4%	-4	19%	-19
- COc1ccc(OC)c(C2=NOC(C(=O)NCc3ccco3)C2)c1 (stereo not given)
 : 2%	13	-1.0%	0%	2	-1%	-8	2%	2	-8%	1
- Cc1ccc(S(=O)(=O)N/N=C\c2cn(-c3ccccc3)nc2-c2ccccc2)cc1
 : u	-6	-0.3%	-1%	-1	-8%	9	5%	-12	-8%	6
- CCOc1ccccc1CN1CCN(S(C)(=O)=O)CC1
 : -11%	-5	-0.8%	-5%	1	0%	1	-6%	8	1%	-3
- O=C(Nc1ncccn1)c1cc([N+](=O)[O-])cc([N+](=O)[O-])c1
 : -7%	-26	-0.6%	0%	0	3%	-1	2%	-17	3%	1
- Cc1[nH]c2ccccc2c1C1C(c2ccccc2)=NN=C(C(C)C)N1O (stereo not given)
 : -14%	-8	3.1%	15%	3	-3%	-3	0%	-29	-7%	-12
- CC1(C)Cc2c(C#N)c(SCc3ccccc3)nc(N3CCOCC3)c2CO1
 : -17%	-7	-0.3%	2%	0	2%	u	3%	u	-3%	-4
- COc1ccccc1CN1CC(C(=O)NCCN2CCNC2=O)CCC1=O (stereo not given)
 : 13%	11	-0.7%	x	3	1%	-2	4%	5	1%	-1
- O=C(O)c1cccc(S(=O)(=O)N2CCc3ccccc3C2)c1
 : -12%	-1	-0.4%	4%[11.5 µM]	9	1%	1	0%	3	-3%	-1
- COc1ccc2c(CCNC(=O)CN3C(=O)c4ccccc4C3=O)c[nH]c2c1
 : -2%	7	0.0%	3%	1	5%	2	2%	-2	0%	8
- CCOC(=O)c1c(N)sc(C(=O)OCCOC)c1C
 : -1%	3	0.1%	1%	-2	4%	u	5%	24	1%	-4
- CC(=O)c1cccc(NC(=O)N2C3CCC2CC(O)(c2cccnc2)C3)c1 (stereo not given)
 : 20%	3	-0.4%	-6%	1	1%	0	2%	5	-2%	12
- CC(C)N(C)Cc1nnnn1CC(=O)N(C)Cc1cccc(Cl)c1
 : -12%	5	-0.1%	-3%	0	0%	2	7%	5	-4%	-12
- CCC(NC(=O)c1ccccc1NC(=O)c1ccccc1)C(=O)O (stereo not given)
 : 16%	3	-0.5%	-14%	-3	3%	-8	2%	-4	-5%	-21
- CC(C)(C)c1cc(NS(=O)(=O)c2ccc3c(c2)OCCO3)on1
 : -7%	-13	-0.5%	-6%	3	0%	3	1%	25	-6%	-4
- O=C(OCc1cc(=O)n2c(n1)sc1ccccc12)c1cccc(O)c1
 : u	0	-1.1%	5%	2	2%	-1	0%	-2	9%	2
- NC(=O)c1ccc(NC(=O)COC(=O)CCCOc2ccccc2)cc1
 : x	8	0.0%	x	x	0%	7	x	0	x	-7
- CCn1ccc(C(=O)NC2=C(C#N)CCC2)n1
 : 9%	8	-0.9%	2%	x	1%	5	-1%	2	-3%	-2
- Cc1ccc(N=Nc2ccc(N)cc2C)c(S(N)(=O)=O)c1
 : u	8	2.8%	1%	2	9%	5	-3%	-1	u	-3
- CCCSc1cc(N)cc([N+](=O)[O-])c1
 : 8%	-4	-0.3%	4%	0	9%	0	1%	-20	0%	-10
- COc1ccccc1NC(=O)Cn1c(=O)oc2ccccc21
 : -3%	-4	-0.1%	4%	0	0%	2	-1%	5	-6%	-3
- CC(=NCCc1ccccc1)C1=C(O)CCC1=O
 : -9%	-4	-0.4%	8%	0	1%	-7	3%	3	1%	-2
- CCOC(=O)c1c(NC(=O)C2CCCO2)sc(C(N)=O)c1C (stereo not given)
 : 17%	5	-0.6%	2%	-16	-6%	9	1%	1	2%	-2
- COc1cc(NC(=O)CN2C(=O)NC(c3ccccc3)(c3ccccc3)C2=O)c(C)cc1[N+](=O)[O-]
 : 23%	10	4.3%	5%	2	0%	-3	0%	-4	11%	31
- Cc1ccc(-c2csc(NC(=O)C3=COCCO3)n2)cc1
 : 2%	0	-0.5%	-1%	0	2%	u	-1%	-6	-7%	-1
- COc1ccc(NS(=O)(=O)c2ccc(C)c(NC(=O)NC3CCCCC3)c2)cc1
 : -26%	-4	2.0%	2%	0	0%	-1	0%	4	-9%	10
- CC(C)CCc1c(O)nc(SCC(=O)N2CCCCCC2)[nH]c1=O
 : -4%	x	0.4%	13%	3	-2%	-2	19%	x	16%	x
- CC(=O)Nc1cccc(C(=O)NC2CCCc3c2cnn3-c2cc(C)cc(C)c2)c1 (stereo not given)
 : -12%	-5	0.6%	-6%	-3	-5%	u	4%	-9	5%	-2

Looked up one by one from above, four records:
Values run as follows: Menin MLL FP TR	Giardia kill	B2AR arrestin	PKM2 act	Coupling enz	USP2a block	TRPV1 agonist	GALK inh	KCNH2 3.1 inh	CXXC DNA block	hERG WT inh
- NC(=O)c1ccc(NC(=O)COC(=O)CCCOc2ccccc2)cc1
 : x	8	0.0%	x	x	0%	7	x	0	x	-7
- CC(=O)Nc1cccc(C(=O)NC2CCCc3c2cnn3-c2cc(C)cc(C)c2)c1 (stereo not given)
 : -12%	-5	0.6%	-6%	-3	-5%	u	4%	-9	5%	-2
- O=C(OCc1cc(=O)n2c(n1)sc1ccccc12)c1cccc(O)c1
 : u	0	-1.1%	5%	2	2%	-1	0%	-2	9%	2
- COc1cc(NC(=O)CN2C(=O)NC(c3ccccc3)(c3ccccc3)C2=O)c(C)cc1[N+](=O)[O-]
 : 23%	10	4.3%	5%	2	0%	-3	0%	-4	11%	31

Compound activity from PubChem BioAssay.
